# Screening results from PubChem BioAssay.
# DT40 TDP1 no CPT = qHTS for Inhibitors of human tyrosyl-DNA phosphodiesterase 1 (TDP1): qHTS in cells in absence of CPT. DT40 Tdp1-/- hTDP1 cells, no CPT, ATP luminescence, 48 h. Potency, µM (series often up to 46.2 µM), inactives show at the top dose activity change, negative = growth inhibition, hits mostly inhibitors. hit rate 15% among 420,000; note: nearly all actives have a fitted effect of over 55% in size
#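 Seeded 400 DT40-hTDP1 cells/well (vehicle DMSO, no 20 nM CPT); pinned compounds; ≥48 hr at 37 °C; CellTiter-Glo luminescence as viability measure.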
# TDP1 cell CPT = qHTS for Inhibitors of human tyrosyl-DNA phosphodiesterase 1 (TDP1): qHTS in cells in presence of CPT; chicken DT40 Tdp1-/-;hTDP1 cells + 20 nM CPT, ATP luminescence, 48 h; Potency, µM (highest dose often 46.2 µM), for the others: top-dose activity change, negative = growth inhibition, usual class: inhibitors; hit rate 12% among 420,000; AID 686979, 2013; note: nearly all actives have a fitted effect of over 55% in size
#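 Cell growth measured by CellTiter-Glo luminescence after a minimum 48 h, 37 C compound exposure with 20 nM CPT in Tdp1-knockout DT40 cells stably expressing hTDP1, seeded 400/well; qHTS titration format.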
# TDP1 inh = qHTS Assay for Inhibitors of Tyrosyl-DNA Phosphodiesterase (TDP1); Tyrosyl-DNA phosphodiesterase 1 (Homo sapiens), Q9NUW8; recombinant TDP1, AlphaScreen DNA substrate cleavage; Potency, µM (titrated, usually from 130 µM), for inactives: top-dose activity change, negative = inhibition, usual class: inhibitors; hit rate 0.28% among 350,000; note: nearly all actives have a fitted effect of over 40% in size
# Target sequence (Q9NUW8 whole entry, looked up): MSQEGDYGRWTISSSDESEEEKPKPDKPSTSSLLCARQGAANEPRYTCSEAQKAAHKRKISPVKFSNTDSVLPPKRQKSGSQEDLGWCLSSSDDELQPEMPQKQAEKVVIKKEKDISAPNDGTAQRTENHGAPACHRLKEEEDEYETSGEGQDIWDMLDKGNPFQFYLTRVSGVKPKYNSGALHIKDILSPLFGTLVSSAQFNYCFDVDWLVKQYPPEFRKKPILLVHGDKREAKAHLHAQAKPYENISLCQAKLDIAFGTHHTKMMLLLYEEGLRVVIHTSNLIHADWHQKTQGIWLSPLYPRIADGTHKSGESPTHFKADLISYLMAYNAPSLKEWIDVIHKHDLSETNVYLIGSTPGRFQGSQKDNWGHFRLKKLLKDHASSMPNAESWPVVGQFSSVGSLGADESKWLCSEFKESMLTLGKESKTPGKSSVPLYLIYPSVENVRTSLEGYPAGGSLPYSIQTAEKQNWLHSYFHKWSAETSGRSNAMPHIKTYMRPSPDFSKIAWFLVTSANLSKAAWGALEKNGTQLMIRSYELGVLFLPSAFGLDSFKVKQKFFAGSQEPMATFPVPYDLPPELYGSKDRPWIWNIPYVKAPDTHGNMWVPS
#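 Here, a 5' biotin and 3' phosphotyrosine-FITC DNA oligonucleotide reports Tdp1 activity: intact substrate bridges AlphaScreen beads, while cleavage leaves a 3' phosphate and drops signal. All incubations at room temperature.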
# Starred values were filed as active, the others as inactive; ? = inconclusive; . = not tested or not shown; [ ] = another dose, or the depositor's remark. Calls come from the whole dose curve; as a rule, active = well fitted curve in the direction sought with a large enough effect; inconclusive = small, poorly fitted or top-dose-only effect, or another doubt; inactive = no such curve, though single readings can be large; an effect the other way counts as inactive or inconclusive. % is set by controls: 0 for no effect and ±100 for the full control effect; potency is the fitted concentration of half-maximal effect.
1. CN(CC(=O)Nc1nc2ccccc2s1)S(=O)(=O)c1ccc(Br)cc1
2. O=C(c1ccoc1)N1CCC2(CCCN(Cc3ccc(F)c(F)c3)C2)C1 (stereo not drawn)
3. COc1ccc(CNc2nc3nc(C)cc(C)n3n2)cc1OC
4. CC(=O)Nc1ccc(NC(=O)C2CC(=O)N=C(N)S2)cc1 (stereo not drawn)
5. COc1cccc(CNC(=O)CCCCCn2c(=O)[nH]c3cc(OC)c(OC)cc3c2=O)c1
6. O=C(CSc1nnc(Cc2cccs2)n1C1CCCCC1)N1CCN(C(=O)c2ccco2)CC1
7. C=CCOC(=O)C1=C(C)NC(=O)NC1c1ccc(OC(=O)c2ccco2)c(OC)c1 (stereo not drawn)
8. c1ccc(OCc2nnc(-c3ccccc3)o2)cc1
assay / entry	1	2	3	4	5	6	7	8
DT40 TDP1 no CPT	-25%	-30%	7%	-2%	?	-7%	-15%	-14%
TDP1 cell CPT	?	?	-5%	21%	?	1%	0%	0%
TDP1 inh	5%	6%	5%	2%	3%	4%	0%	-3%

9. CC12CCC(C(=O)N3CCCc4ccccc43)(OC1=O)C2(C)C (stereo not drawn)
10. COc1ccccc1C(=O)NC(=O)COC(=O)c1ccc(Cl)nc1
11. CCOc1ccc(NC(=O)N(CCC(C)C)C(C)c2ccco2)cc1 (stereo not drawn)
12. CN(CC(=O)Nc1cccc(S(=O)(=O)N2CCCC2)c1)CC(=O)Nc1ccc(Cl)c(C(F)(F)F)c1
13. COc1ccc(CC(=O)NCCC(C)C)cc1S(=O)(=O)N1CCOCC1
14. CC(C)(C)OC(=O)NNC(=O)Nc1ccccc1C(F)(F)F
15. CCN(CC)CC(=O)N(CC(=O)Nc1c(C)cc(C)cc1C)C1CCCCC1
16. CCN(Cc1ccccc1)Cc1cc(OC)cc(OC)c1
assay / entry	9	10	11	12	13	14	15	16
DT40 TDP1 no CPT	-14%	-1%	21µM*	16µM*	-9%	-2%	-9%	-19%
TDP1 cell CPT	-8%	0%	-24%	?	-19%	2%	-17%	-30%
TDP1 inh	1%	.	0%	1%	2%	-8%	0%	1%

# The final two records of the part before lead into the next:
15. CCN(CC)CC(=O)N(CC(=O)Nc1c(C)cc(C)cc1C)C1CCCCC1
16. CCN(Cc1ccccc1)Cc1cc(OC)cc(OC)c1
17. Cc1cccc(C)c1NC(=O)CSCc1cccc(CSCC(=O)Nc2c(C)cccc2C)n1
18. CCOc1ccc(-n2cc(-c3ccccc3)c3c(=O)[nH]cnc32)cc1
19. CCN(CC(=O)Nc1ccccc1OC)C(=O)c1ccc(N(C)S(=O)(=O)c2ccc(C)cc2)cc1
20. COc1ccc(-n2cnc3cc(N)ccc32)cc1
21. CCOC(=O)c1c(N)sc2c1CCS(=O)(=O)C2
22. Cc1csc2nc(O)c(C(=O)NC3CCCCC3C)c(=O)n12 (stereo not drawn)
23. COc1ccc2nc(C)cc(N3CC(C)OC(C)C3)c2c1 (stereo not drawn)
24. CC1CC(C)(C)CC2(C1)NC(=O)N(CC(=O)Nc1ccc3[nH]c(=O)[nH]c3c1)C2=O (stereo not drawn)
assay / entry	15	16	17	18	19	20	21	22	23	24
DT40 TDP1 no CPT	-9%	-19%	?	?	16µM*	-26%	-14%	18µM*	-30%	-3%
TDP1 cell CPT	-17%	-30%	-29%	-6%	15µM*	7%	-11%	?	?	-9%
TDP1 inh	0%	1%	-4%	6%	2%	2%	-9%	6%	4%	1%

25. COc1ccc(Cl)cc1NC(=O)CCn1c(=O)c2cccn2c2ccccc21
26. COc1cccc(NC(=O)CSC2=C(C#N)C(c3ccco3)C3=C(CCCC3=O)N2)c1 (stereo not drawn)
27. N#Cc1cnn2c(-c3ccccc3)ccnc12
28. Cc1nc(CC(=O)N2CCN(c3cccc(C)c3C)CC2)cs1
29. Cc1ccc(OCC(=O)N[C@@H](C)c2nnc3ccccn23)cc1C
30. COc1ccc(CN2CCCC(c3nc(C)ncc3-c3ccc(F)cc3)C2)c(OC)c1OC (stereo not drawn)
31. C=CCNc1sc(C(=O)c2ccc(C)cc2)c(N)c1C#N
32. CCCCCCCCCCCCCCCC(=O)NC(C)C
assay / entry	25	26	27	28	29	30	31	32
DT40 TDP1 no CPT	?	-13%	-17%	-7%	0%	?	-7%	0%
TDP1 cell CPT	21µM*	3%	-8%	-20%	5%	12µM*	-22%	8%
TDP1 inh	5%	9%	-1%	-6%	0%	.	3%	-4%[56.1 µM]

33. CCOC(=O)C1CCCN(C(=O)c2ccc3c(c2)sc2nc(-c4ccc(CC)cc4)cn23)C1 (stereo not drawn)
34. N#CCC(=O)N/N=C/c1cc(Br)ccc1OCc1cccc2ccccc12
35. O=C(Nc1cccnc1)c1ccco1
36. Cn1nc([N+](=O)[O-])nc1Sc1nnnn1-c1cccc(C(=O)O)c1
37. CCCOc1ccc(-c2nc(OC)c3ccccc3n2)cc1
38. COc1ccc(OC)c2sc(NC(=O)c3ccc(Br)s3)nc12
39. O=C(C[C@H]1C[C@@H]2c3cc(NC(=O)C4CCC4)ccc3O[C@@H]2[C@H](CO)O1)NC1CCCCC1
40. CCn1nc(C(=O)OCC(=O)c2cc(C)n(Cc3cccs3)c2C)c2ccccc2c1=O
assay / entry	33	34	35	36	37	38	39	40
DT40 TDP1 no CPT	5.2µM*	?	23µM*	8%	-14%	?	?	-24%
TDP1 cell CPT	4.1µM*	?	?	2%	0%	?	29%	-21%
TDP1 inh	1%	.	-1%	-1%	0%	0%	.	-1%

# Records 1–2 from above:
1. CN(CC(=O)Nc1nc2ccccc2s1)S(=O)(=O)c1ccc(Br)cc1
2. O=C(c1ccoc1)N1CCC2(CCCN(Cc3ccc(F)c(F)c3)C2)C1 (stereo not drawn)
assay / entry	1	2
DT40 TDP1 no CPT	-25%	-30%
TDP1 cell CPT	?	?
TDP1 inh	5%	6%

# (next part)
41. Cc1cc(C)n(CCNC(=O)CC2C(=O)NCCN2Cc2ccc(C)o2)n1 (stereo not drawn)
42. Cc1cccc(NC(=O)COC(=O)c2nn(-c3ccccc3C(F)(F)F)cc2O)c1C
43. O=S(=O)(O)c1cccc2c(N=Nc3ccc(O)c4ncccc34)cccc12
44. CCOc1ccc(CNC(=O)Cn2ccc3cc(S(=O)(=O)N4CCCCC4)ccc32)cc1
45. CC(C)Sc1nnc(SCC(=O)NCCCN2CCCC2=O)s1
46. Cc1ccc2c(c1)-c1nc(-c3ccccc3)cc(-c3ccccc3)c1CO2
47. COc1ccc2cc(S(=O)(=O)NCc3cccnc3)ccc2c1
48. Cc1nnc(SCc2ccccc2)c2cc3sccc3n12
assay / entry	41	42	43	44	45	46	47	48
DT40 TDP1 no CPT	9%	-26%	11%	?	-7%	?	8.2µM*	?
TDP1 cell CPT	18%	?	?	?	-2%	-29%	?	?
TDP1 inh	.	.	.	-8%	-1%[56.1 µM]	-1%	.	-5%

49. CCCN(CC1CC1)c1cc2c(c3c1ccn3C)C1CCC2O1 (stereo not drawn)
50. COc1ccccc1NC(=O)C1=C(C)Nc2nnnn2C1c1ccccn1 (stereo not drawn)
51. CS(=O)(=O)Nc1nnc(CCc2ccccc2)s1
52. O=C(O)c1ccc(Sc2nnc(-c3cccc(Br)c3)o2)c([N+](=O)[O-])c1
53. Cc1ccccc1Nc1nc(N)nc(COC(=O)c2cccc(S(=O)(=O)N(C)C)c2)n1
54. O=C(Nc1ccccc1)c1cc(C2CCCCN2C(=O)CCCc2ccccc2)on1 (stereo not drawn)
55. CCc1ccc(-c2cn3c(n2)SCC3)cc1
56. Cc1cc2[nH]c(=O)c(=O)[nH]c2cc1S(=O)(=O)Nc1cccc(F)c1
assay / entry	49	50	51	52	53	54	55	56
DT40 TDP1 no CPT	10µM*	-24%	6%	2%	?	?	-8%	-10%
TDP1 cell CPT	15µM*	?	-8%	4%	-29%	?	-11%	9%
TDP1 inh	.	3%	.	2%	3%	.	2%	0%

57. C=CCn1c(=S)[nH]c2sccc2c1=O
58. COc1cc2c(cc1OC)C(=S)NC(C)(C)C2
59. CSc1nnc(-c2ccccc2)n1C
60. O=C(CNCc1ccc(F)cc1)Nc1ccc(C(=O)N2CCCCC2)cc1
61. O=C(NCCc1ccccc1)c1ccc(CSc2nc3ccncc3n2Cc2ccccc2F)cc1
62. CCCCC/C=C\C/C=C\CCCCCCCC(=O)NC(C)c1ccccc1 (stereo not drawn)
63. CCSc1oc(-c2ccco2)nc1S(=O)(=O)c1ccc(Br)cc1
64. OC[C@@H]1CN(CCN2CCOCC2)C[C@H](n2cnc3c(NC4CCCC4)ncnc32)O1
assay / entry	57	58	59	60	61	62	63	64
DT40 TDP1 no CPT	?	14%	-4%	-4%	?	3%	?	-5%
TDP1 cell CPT	6%	15%	-3%	18%	15µM*	-15%	?	3%
TDP1 inh	6%	-6%	-2%	10%	8%	.	0%	.

65. COc1cc2c(cc1OC)CN(C(=O)c1cccc([N+](=O)[O-])c1)CC2
66. Cc1cc(C)c(NC(=O)CN2CCCCCC2)c(C)c1
67. CCCOc1ccc(C2c3c(oc4ccc(F)cc4c3=O)C(=O)N2CCc2ccc(OC)cc2)cc1 (stereo not drawn)
68. COc1ccc(C2C(C(=O)Nc3ccc(C)cc3C)=C(C)Nc3nc4ccccc4n32)c(OC)c1 (stereo not drawn)
69. CCOC(=O)c1cnc2ccc(C)cc2c1OCc1cc(F)cc(F)c1
70. CC1CCC(C(=O)NC(C(=O)OCC(=O)c2ccccc2)C(C)C)CC1 (stereo not drawn)
71. CCOC(=O)c1cn(-c2ccccc2CO)c2c(F)c(F)c(F)cc2c1=O
72. COc1ccc(Br)cc1S(=O)(=O)Nc1ccc(Cl)cn1
assay / entry	65	66	67	68	69	70	71	72
DT40 TDP1 no CPT	?	21%	-28%	?	-27%	18µM*	-18%	-6%
TDP1 cell CPT	26µM*	?	1%	-16%	-20%	18µM*	-17%	32%[activator]
TDP1 inh	6%	.	2%	2%	4%	.	0%	3%

# One compound at a time, from the list above.
# Entry for `COc1cc2c(cc1OC)CN(C(=O)c1cccc([N+](=O)[O-])c1)CC2` = DT40 TDP1 no CPT = ?; TDP1 cell CPT = 26µM*; TDP1 inh = 6%
# Entry for `CCOC(=O)c1cn(-c2ccccc2CO)c2c(F)c(F)c(F)cc2c1=O` = DT40 TDP1 no CPT = -18%; TDP1 cell CPT = -17%; TDP1 inh = 0%
# Entry for `Cc1cc(C)c(NC(=O)CN2CCCCCC2)c(C)c1` = DT40 TDP1 no CPT = 21%; TDP1 cell CPT = ?; TDP1 inh = .

# The list goes on:
73. COc1ccccc1-c1cn(-c2ccccc2)c(=S)[nH]1
74. CCOc1ccc(NC(=O)C(=O)NCC(c2cccnc2)N2CCc3ccccc32)cc1 (stereo not drawn)
75. Cc1ccc(N2C(=O)CC2(C#N)c2ccc(OCc3ccccc3)cc2)cc1 (stereo not drawn)
76. COc1ccc(C(O)c2ncc(-c3cccc(C(F)(F)F)c3)[nH]2)cc1 (stereo not drawn)
77. Nc1nc(Cl)cc(=O)n1Cc1ccc(Cl)cc1
78. CCCCC[C@@H](C)N1C[C@@H](COCc2ccccc2)Oc2cc(N3CC[C@@H](N(C)C)C3)ccc2S1(=O)=O
79. CC(C[N+](C)(C)C)OC(=O)C1(c2ccccc2)CCCC1 (stereo not drawn)
80. O=C(COC(=O)COc1ccc(Nc2ccccc2)cc1)NCc1ccco1
81. Cc1cc(-c2ccccc2)n2nc(-c3ccccc3)cc2n1
82. COC(=O)c1sc(SC)c(S(=O)(=O)C(C)C)c1N/N=C(\C#N)S(=O)(=O)c1ccccn1
assay / entry	73	74	75	76	77	78	79	80	81	82
DT40 TDP1 no CPT	21µM*	3.7µM*	?	?	-21%	23µM*	-12%	-26%	?	-17%
TDP1 cell CPT	?	4.1µM*	?	?	-17%	21µM*	0%	-14%	-2%	2%
TDP1 inh	.	1%	-4%	.	.	.	-3%	9%	.	0%
